APOBEC3A inh: APOBEC3A ssDNA deaminase inhibitors, primary screen, selectivity assay for APOBEC3G inhibitor project, biochemical, FAM/TAMRA oligo cleavage fluorescence; DNA dC->dU-editing enzyme APOBEC-3A (Homo sapiens), P31941; recombinant A3A, FAM/TAMRA ssDNA deamination fluorescence; inhibition, % at 20 µM; 330,000 compounds, 0.41% hits;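 active = at least 40% inhibition at 20 µM here, with at most 30% in a related deaminase screen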;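 note: plate controls were A3A with DMSO for no effect and wells lacking A3A enzyme for full effect; some results filed as inactive read as strong as hits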
Target sequence (P31941 whole entry, looked up): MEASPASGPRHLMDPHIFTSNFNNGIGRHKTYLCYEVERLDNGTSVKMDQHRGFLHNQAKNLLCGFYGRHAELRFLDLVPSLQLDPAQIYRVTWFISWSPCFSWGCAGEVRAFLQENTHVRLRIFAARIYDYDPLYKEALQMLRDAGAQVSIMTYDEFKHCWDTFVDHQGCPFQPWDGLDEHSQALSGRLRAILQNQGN
GRIN3A LBD mod: binders of NR3A ligand-binding domain, primary screen, biophysical, differential scanning fluorimetry, uHTS; Glutamate receptor ionotropic, NMDA 3A (GRIN3A) ligand-binding domain; NR3A LBD differential scanning fluorimetry, Tm shift; 0% = protein alone, 100% = glycine-bound protein; Tm shift relative to glycine control, % at 25 µM; 340,000 compounds, 2.5% hits; AID 1259313, 2017;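 active = melting temperature shift of at least 10% of the positive control shift, at one fixed dose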
mIAP block: inhibitors of mouse IAP, primary screen, biochemical, luminescence, uHTS; intestinal alkaline phosphatase [Mus musculus]; purified mouse IAP, CDP-Star luminescence, 30 min; inhibition, % at 10 µM; 330,000 compounds, 0.2% hits;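 active = inhibition of at least 40% at 10 µM in the primary screen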;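 note: plate controls were DMSO with enzyme for no effect and no enzyme wells for full effect; values of inactives mirror those of a sister screen read the other way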
hIAP block: human IAP inhibitors, primary screen, biochemical, luminescence, uHTS | Intestinal-type alkaline phosphatase (Homo sapiens), P09923 | purified IAP, CDP-Star luminescence, 30 min | inhibition, % at 10 µM | 330,000 compounds, 0.12% hits | AID 2544, 2010;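 active = inhibition reaching a set limit with compound at 10 µM in the primary screen, cut at about 35% in these data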;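 note: plate controls were DMSO wells with enzyme for no effect and no-enzyme buffer wells for full effect; values of inactives mirror those of a sister screen read the other way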
Target sequence (P09923 whole entry, looked up): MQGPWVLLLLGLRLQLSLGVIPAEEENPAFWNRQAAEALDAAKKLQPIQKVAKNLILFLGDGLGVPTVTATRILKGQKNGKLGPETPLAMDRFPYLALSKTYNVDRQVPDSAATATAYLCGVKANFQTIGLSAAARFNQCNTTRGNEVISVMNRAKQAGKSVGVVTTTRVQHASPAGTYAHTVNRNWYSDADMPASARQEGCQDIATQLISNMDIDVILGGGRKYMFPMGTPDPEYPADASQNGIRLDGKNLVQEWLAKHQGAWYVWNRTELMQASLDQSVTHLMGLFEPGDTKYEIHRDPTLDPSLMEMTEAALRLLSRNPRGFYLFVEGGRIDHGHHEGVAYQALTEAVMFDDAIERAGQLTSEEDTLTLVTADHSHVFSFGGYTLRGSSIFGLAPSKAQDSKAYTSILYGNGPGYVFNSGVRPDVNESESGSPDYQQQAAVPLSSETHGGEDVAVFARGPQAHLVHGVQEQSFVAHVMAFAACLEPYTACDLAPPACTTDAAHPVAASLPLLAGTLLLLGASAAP
MPTP block: mitochondrial permeability transition pore inhibitors, primary screen, biochemical, isolated mouse mitochondria, absorbance; Ca2+ swelling absorbance, 30 min; inhibition, % at 10 µM; 360,000 compounds, 1.4% hits;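 active = inhibition of 50% or more, scaled per plate between neutral and stimulator controls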;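 note: 0% = DMSO wells given calcium and 100% = 1 mM EGTA wells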
beta cell repl: inducers of MIN6 beta-cell proliferation, primary screen, ATP luminescence, uHTS; 330,000 compounds, 0.29% hits; proliferation, % at 10 µM; MIN6 cells proliferation, ATPlite luminescence, 48 h; cells starved in 0.2% serum; 100% = growth in 10% serum; AID 2380, 2010;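 active = compounds whose signal lies at least 3.5 SD above the mean of all wells on their plate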;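 note: 0% = DMSO-treated cells in low-serum medium and 100% = 10% serum control; some compounds called inactive have numbers as strong as hits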
mIAP activ: activators of mouse IAP, primary screen, biochemical, luminescence, uHTS | intestinal alkaline phosphatase [Mus musculus] | muIAP, CDP-Star luminescence, 30 min; active compounds read high; 1 = vehicle-only enzyme signal, 0 = enzyme-free wells | activation factor at 10 µM | 330,000 compounds, 0.24% hits | AID 2805, 2010;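 active = activation factor of at least 2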; note: the source names both 10 and 20 µM as test concentration; values of inactives mirror those of a sister screen read the other way
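Assay system: mouse IAP enzyme / Compound: DMSO-dissolved test compounds / Timing: 30 min, room temperature / Measured by: luminescence from enzymatic CDP-Star hydrolysis / Control set: DMSO-only wells, enzyme-free buffer wells as negative control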
hIAP activ: human IAP activators, primary screen, biochemical, luminescence, uHTS; 330,000 compounds, 0.16% hits; activation factor at 10 µM; Intestinal-type alkaline phosphatase (Homo sapiens), P09923; purified human IAP, CDP-Star luminescence, 30 min; active compounds read high; 1 = vehicle-only enzyme, 0 = enzyme-free background;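 active = activation factor of the enzyme at least 2-fold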; note: the source names both 10 and 20 µM as test concentration; values of inactives mirror those of a sister screen read the other way
APOBEC3G inh: APOBEC3G DNA deaminase inhibitors, primary screen, biochemical, fluorescence, single-stranded DNA substrate, uHTS; DNA dC->dU-editing enzyme APOBEC-3G (Homo sapiens), Q9HC16; recombinant A3G, ssDNA deamination FAM/TAMRA fluorescence; inhibition, % at 20 µM; 330,000 compounds, 0.28% hits;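 active = inhibition of at least 40% at 20 µM, with no more than 30% in the related APOBEC3A deaminase screen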;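 note: plate controls were DMSO wells with A3G for no effect and wells lacking A3G enzyme for full effect; some compounds called inactive have numbers as strong as hits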
* = called active by the depositor; nt = not tested or not shown.

SMILES | APOBEC3A inh | GRIN3A LBD mod | mIAP block | hIAP block | MPTP block | beta cell repl | mIAP activ | hIAP activ | APOBEC3G inh
COc1ccc(S(=O)(=O)Nc2ccc(F)c(F)c2)cc1C(=O)N1CCOCC1 | -2 | -1 | 1 | -4 | 0.2 | -2 | 0.99 | 1 | -6
Cc1nn(C)cc1/C=N\NC(=O)Cc1ccc([N+](=O)[O-])cc1 | -1 | -6 | -5 | 1 | 1.3 | -1 | 1.1 | 0.99 | -1
Cc1ccc(-c2nnc(SCC(=O)N/N=C/c3c(C)nn(-c4ccccc4)c3C)n2-c2ccc(C)cc2)cc1 | 5 | 0 | -21 | 7 | 4.6 | 0 | 1.2 | 0.93 | 0
Cc1cc(C)cc(NC(=O)CSc2nc3c(c(=O)n2C)SC(C)C3)c1 (centres undefined) | -4 | 0 | -1 | 8 | -1.8 | 2 | 1 | 0.92 | -10
CCC(C)NC(=O)c1ccc(CSCc2cccc(F)c2)o1 (centres undefined) | -2 | -2 | 11 | 11 | -1.6 | 0 | 0.89 | 0.89 | -5
Cc1ccccc1-c1nc2ccccc2c(=O)n1C1CCS(=O)(=O)C1 (centres undefined) | -4 | 1 | 8 | 6 | -0.1 | -3 | 0.92 | 0.94 | -8
Brc1ccc(OCCCOc2cccc3cccnc23)cc1 | 2 | -4 | 8 | -32 | -0.1 | -4 | 0.92 | 1.3 | 2
CCOC(=O)C1CCN(c2nc(-c3ccccc3)nc3c2oc2ccccc23)CC1 | 2 | 1 | -4 | 9 | -6.5 | -3 | 1 | 0.91 | 2
COc1ccc(CN2C(=O)c3ccccc3C2C(=O)NCC2CCCO2)c(OC)c1 (centres undefined) | -4 | 0 | 1 | -7 | 1.0 | 0 | 0.99 | 1.1 | -4
CCCC(=O)NC(=S)Nc1cccc2c(O)cccc12 | -2 | -2 | 13 | 0 | -1.1 | 2 | 0.87 | 1 | -1
O=C1NC(c2ccc(O)cc2)Nc2ccccc21 (centres undefined) | -6 | -4 | -2 | -1 | 0.8 | -5 | 1 | 1 | -7
Cc1c(C(=O)Nc2ccc3c(c2)OCCO3)sc2ncnc(N3CCCCC3C)c12 (centres undefined) | 1 | -1 | 6 | 12 | -0.1 | -7 | 0.94 | 0.88 | -5
CCOC(=O)c1ccc2c(c1)N(Cc1ccccc1C)C(=O)c1ccccc1S2=O (centres undefined) | 3 | 8 | 6 | -3 | -0.1 | -5 | 0.94 | 1 | 3
Cc1ccc(S(=O)(=O)Nc2cccnc2)cc1 | 0 | 1 | 2 | -6 | 0.8 | 4 | 0.98 | 1.1 | -3
Cc1ccc(C(=O)NCC(=O)NCCCc2ccccc2)s1 | 2 | -2 | -12 | 3 | -0.7 | -3 | 1.1 | 0.97 | 2
CCOc1ccc2nc(C)cc(Nc3ccc4c(c3)OCCO4)c2c1 | 3 | 1 | 3 | -3 | 4.7 | -4 | 0.97 | 1 | 1
S=C(Nc1ccc(Oc2ccc(NC(=S)NC3CCCCC3)cc2)cc1)NC1CCCCC1 | 2 | 32* | -142 | 2 | 70* | -3 | 2.4* | 0.98 | 0
C=CCc1ccccc1OCC(O)CN1CCOCC1 (centres undefined) | -1 | 3 | 4 | 12 | 0.6 | 2 | 0.96 | 0.88 | 1
C=CCOc1ccc2c(CC)cc(=O)oc2c1C | -3 | -3 | -6 | -12 | 0.6 | 3 | 1.1 | 1.1 | -7
Cc1ccc(C2/C(=C(/O)c3cnn(-c4ccccc4)c3C)C(=O)C(=O)N2CCN2CCOCC2)o1 (centres undefined) | 1 | -5 | 4 | 17 | -0.9 | -1 | 0.96 | 0.83 | 1
CCc1ccc(Nc2n[n+](-c3ccccc3)c(/C=C/c3ccccc3)s2)cc1 | -2 | nt | 18 | -1 | nt | -8 | 0.82 | 1 | 0
Cc1cc(S(=O)(=O)NCC(c2ccc3c(c2)OCO3)N2CCOCC2)ccc1F (centres undefined) | -3 | 2 | 5 | 12 | -0.1 | -2 | 0.95 | 0.88 | -6
C/C(=N\NC(=O)Cn1ccc(C(F)(F)F)n1)c1ccc2c(c1)OCO2 | -2 | 1 | -11 | -7 | -1.2 | 0 | 1.1 | 1.1 | 3
CC(=O)NC(CC(=O)NC1CCCc2ccccc21)c1ccccc1 (centres undefined) | -2 | -2 | -8 | 5 | 0.3 | -2 | 1.1 | 0.95 | -7
CCC(=O)N1CCN(c2ccc(NC(=O)c3ccc(N4CCOCC4)c([N+](=O)[O-])c3)cc2)CC1 | -1 | 5 | 9 | -1 | 1.1 | -3 | 0.91 | 1 | -7
N=c1c2c3c(sc2ncn1N)CCC3 | -2 | -2 | -9 | 1 | 0.2 | -1 | 1.1 | 0.99 | -5
CCNC(=S)N(CCN(CC)CC)Cc1cc2cc3c(cc2[nH]c1=O)OCCO3 | 0 | -2 | 31 | -36 | 0.2 | -3 | 0.69 | 1.4 | 22
Cc1cc(S(=O)(=O)N2CCN(c3ccccn3)CC2)c(C)cc1Cl | -4 | 0 | 4 | 14 | 0.2 | -1 | 0.96 | 0.86 | -9
Cc1cc(C)cc(C(=O)NCC(=O)N2CCN(c3cccc(Cl)c3)CC2)c1 | -1 | 0 | 8 | 8 | 0.2 | 1 | 0.92 | 0.92 | -9
NS(=O)(=O)c1ccc(CCNC(=O)CN2CCN(Cc3cccc(C(F)(F)F)c3)CC2)cc1 | -4 | 0 | 4 | -2 | 0.9 | 4 | 0.96 | 1 | -9
Cn1nnnc1SCC(=O)N1CCc2ccccc21 | 3 | -1 | 12 | -3 | -0.6 | -1 | 0.88 | 1 | 6
COCC(=O)N(Cc1cc2cc(C)ccc2[nH]c1=O)c1ccc(C)c(C)c1 | -6 | -2 | 6 | -10 | 0.3 | -3 | 0.94 | 1.1 | -7
O=C1CC(c2ccccc2)=Nc2ccccc2N1Cc1ccccc1 | -4 | -3 | 9 | 9 | 1.8 | 4 | 0.91 | 0.91 | -8
CC1(C)NC(=O)N(CC(=O)OCC(=O)Nc2sccc2C#N)C1=O | 1 | -2 | 6 | 16 | -4.1 | 1 | 0.94 | 0.84 | -7
CC(C)(C)OC(=O)COc1ccc(/C=N/NC(=O)CN2CCCCC2)cc1 | -2 | -1 | 0 | 11 | -0.5 | 5 | 1 | 0.89 | -6
CN(C)c1ccc(CN(C(=O)/C=C/c2ccccc2Cl)C2CCS(=O)(=O)C2)cc1 (centres undefined) | -5 | -3 | 6 | 14 | 2.6 | -2 | 0.94 | 0.86 | -11
CC(C)(O)C#Cc1ccc(CN2CCN(Cc3ccccc3)C(CCO)C2)cc1 (centres undefined) | -1 | 0 | 5 | -9 | 2.5 | 3 | 0.95 | 1.1 | -2
O=C(NCCc1ccc(Cl)cc1)c1ccc(CNc2c(N3CCOCC3)c(=O)c2=O)cc1 | 8 | -2 | -2 | 11 | 2.5 | -1 | 1 | 0.89 | 3
C#CCOCCOCCOCCNc1nc(N2CCN(C(=O)[C@H](Cc3ccc(O)cc3)n3cc([C@@H](N)C(C)CC)nn3)CC2)nc(N2CCN(C(=O)[C@H](Cc3cc4ccccc4[nH]3)n3cc([C@@H](N)C(C)CC)nn3)CC2)n1 (some centres undefined) | -4 | -3 | -30 | 6 | -4.7 | 3 | 1.3 | 0.94 | -6
Cc1cc(-c2ccccc2)n(-c2ccc(C(=O)NC(C)C)cc2)n1 | -5 | -1 | 2 | 7 | 0.6 | 2 | 0.98 | 0.93 | -8

8 entries from above, with two lines to a compound.
Under each structure: APOBEC3A inh | GRIN3A LBD mod | mIAP block | hIAP block | MPTP block | beta cell repl | mIAP activ | hIAP activ | APOBEC3G inh
- COc1ccc(S(=O)(=O)Nc2ccc(F)c(F)c2)cc1C(=O)N1CCOCC1
  -2 | -1 | 1 | -4 | 0.2 | -2 | 0.99 | 1 | -6
- Cc1nn(C)cc1/C=N\NC(=O)Cc1ccc([N+](=O)[O-])cc1
  -1 | -6 | -5 | 1 | 1.3 | -1 | 1.1 | 0.99 | -1
- Cc1ccc(-c2nnc(SCC(=O)N/N=C/c3c(C)nn(-c4ccccc4)c3C)n2-c2ccc(C)cc2)cc1
  5 | 0 | -21 | 7 | 4.6 | 0 | 1.2 | 0.93 | 0
- Cc1cc(C)cc(NC(=O)CSc2nc3c(c(=O)n2C)SC(C)C3)c1 (centres undefined)
  -4 | 0 | -1 | 8 | -1.8 | 2 | 1 | 0.92 | -10
- CCC(C)NC(=O)c1ccc(CSCc2cccc(F)c2)o1 (centres undefined)
  -2 | -2 | 11 | 11 | -1.6 | 0 | 0.89 | 0.89 | -5
- Cc1ccccc1-c1nc2ccccc2c(=O)n1C1CCS(=O)(=O)C1 (centres undefined)
  -4 | 1 | 8 | 6 | -0.1 | -3 | 0.92 | 0.94 | -8
- Brc1ccc(OCCCOc2cccc3cccnc23)cc1
  2 | -4 | 8 | -32 | -0.1 | -4 | 0.92 | 1.3 | 2
- CCOC(=O)C1CCN(c2nc(-c3ccccc3)nc3c2oc2ccccc23)CC1
  2 | 1 | -4 | 9 | -6.5 | -3 | 1 | 0.91 | 2

(more compounds)
SMILES | APOBEC3A inh | GRIN3A LBD mod | mIAP block | hIAP block | MPTP block | beta cell repl | mIAP activ | hIAP activ | APOBEC3G inh
CSc1nc(N(C)C)nc(N(C)C#N)n1 | 1 | -12 | -7 | 2 | -2.0 | 0 | 1.1 | 0.98 | -7
CCN(CC)CCN(C(=O)c1ccc2c(c1)CCCC2)c1nc2ccc(F)cc2s1 | -1 | 1 | 4 | -2 | 3.8 | -4 | 0.96 | 1 | -2
NC(=O)C1(N2CCCCC2)CCN(S(=O)(=O)c2cc(Cl)ccc2Cl)CC1 | -4 | 5 | -4 | 3 | 0.1 | -5 | 1 | 0.97 | -4
Cc1cnc(NC(=O)Nc2ccc(OCc3ccccc3)cc2)c(Br)c1 | -4 | -8 | -3 | 6 | 0.7 | 2 | 1 | 0.94 | -6
COc1ccccc1-n1ccnc1SCC(=O)NC(C)(C)C | 8 | -1 | -4 | -4 | 0.8 | -1 | 1 | 1 | -11
NS(=O)(=O)c1ccc(CCNS(=O)(=O)c2ccccc2)cc1 | 0 | 0 | 0 | -13 | -5.7 | -1 | 1 | 1.1 | -5
Oc1ccc2oc3c(c2c1C=NCc1ccncc1)CCCC3 | -1 | -17 | -1 | 2 | 0.4 | -6 | 1 | 0.98 | -2

Hits appear at their usual frequency. About 5% of those tested had a hit in this group.
